EphB4 antag – blocks human EphB4 binding to ephrin-B2; P54760; EphB4 LBD / TNYL-RAW-Alexa532 peptide, fluorescence polarization; inhibition, % at 7 µM; 97,000 tested, 0.15% active; AID 720;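 active means inhibition above the screen-wide mean inhibition plus 3 SD, cut at about 15% in these data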;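 further: 0% = DMSO wells and 100% = excess unlabeled TNYL-RAW peptide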
Rev-RRE block – disrupts HIV-1 Rev binding to RRE RNA; P05866; Rev peptide-RRE RNA binding, FRET; inhibition, % at 8 µM; 97,000 tested, 0.79% active;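 active means inhibition above the screen-wide mean plus 3 SD, cut at about 35% in these data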;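 further: 0% = median DMSO wells and 100% = median Neomycin B control wells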
Target sequence (P05866 whole entry, looked up): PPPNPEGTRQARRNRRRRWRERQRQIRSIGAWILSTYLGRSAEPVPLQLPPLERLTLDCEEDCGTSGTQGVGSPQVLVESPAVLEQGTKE
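Assay system: Labelled RRE RNA duplex and labelled Rev peptide | Times: 5 min preincubation and 15 min binding, 25 °C | Detection: FRET, ex 480 nm, em 540 and 671 nm | Evaluation: % inhibition of FRET ratio versus controls | Benchmarks: DMSO wells as 0% and neomycin B wells as 100% inhibition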
PTPN22 inh 2 – inhibitors of human LYP (PTPN22) phosphatase; Q9Y2R2; recombinant LYP catalytic domain, DiFMUP fluorescence; inhibition, % at 2 µM; 96,000 tested, 0.21% active;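 active means inhibition at 2 µM at or above a set limit, the screen mean plus 3 SD, cut at about 24% in these data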;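 further: 0% = DMSO with enzyme and 100% = enzyme fully blocked by orthovanadate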
PTK2B oligo ant – blocks oligomerization of human Pyk2 in cells; Q293 cells, Pyk2 FERM NanoBiT luminescence; stronger effect = lower value; z-score (the deposit names both 25 µM and 10 µM); 99,000 tested, 0.83% active; AID 1347419;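 active means Z-score of -3 or lower, scaled per plate to the spread of control and sample wells; inactive means z-score above -3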;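 further: negative z-score means lost luminescence so less FERM oligomerization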
Target sequence (Q14289 whole entry, looked up): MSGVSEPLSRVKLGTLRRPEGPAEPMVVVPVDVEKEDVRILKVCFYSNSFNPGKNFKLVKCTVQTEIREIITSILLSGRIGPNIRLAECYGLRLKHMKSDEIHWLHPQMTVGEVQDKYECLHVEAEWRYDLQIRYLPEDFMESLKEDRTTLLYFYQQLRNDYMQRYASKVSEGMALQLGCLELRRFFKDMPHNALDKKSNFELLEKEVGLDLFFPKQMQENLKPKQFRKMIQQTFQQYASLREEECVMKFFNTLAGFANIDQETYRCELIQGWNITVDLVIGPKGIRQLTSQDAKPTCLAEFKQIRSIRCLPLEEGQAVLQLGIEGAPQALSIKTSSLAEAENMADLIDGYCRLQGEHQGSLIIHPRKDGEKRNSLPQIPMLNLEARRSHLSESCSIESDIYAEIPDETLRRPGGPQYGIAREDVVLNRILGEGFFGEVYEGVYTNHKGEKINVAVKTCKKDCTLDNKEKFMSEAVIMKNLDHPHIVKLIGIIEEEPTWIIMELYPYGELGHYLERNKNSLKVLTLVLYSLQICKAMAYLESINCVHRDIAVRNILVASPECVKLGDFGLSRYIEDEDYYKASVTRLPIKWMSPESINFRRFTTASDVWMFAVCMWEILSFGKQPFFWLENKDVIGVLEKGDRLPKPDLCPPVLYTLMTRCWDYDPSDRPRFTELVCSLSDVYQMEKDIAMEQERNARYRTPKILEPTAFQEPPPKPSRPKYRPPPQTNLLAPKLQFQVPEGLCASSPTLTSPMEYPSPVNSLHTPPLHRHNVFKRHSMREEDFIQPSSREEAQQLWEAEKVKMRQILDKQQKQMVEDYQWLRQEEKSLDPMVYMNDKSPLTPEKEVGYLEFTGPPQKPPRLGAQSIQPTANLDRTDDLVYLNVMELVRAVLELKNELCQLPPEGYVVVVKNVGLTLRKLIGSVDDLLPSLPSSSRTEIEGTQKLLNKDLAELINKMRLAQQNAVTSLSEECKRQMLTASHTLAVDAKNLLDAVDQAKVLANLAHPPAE
LYP act – LYP (human) phosphatase activation | recombinant LYP, DiFMUP fluorescence; 0 = plate median, 100 = signal doubled | activation, % at 2 µM | Q9Y2R2 | 96,000 tested, 0.11% active;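 active means activation at 2 µM above a set limit, the mean plus 5 SD, cut at about 37% in these data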
cytoskel mod – modifiers of cytoskeleton assembly; HUVEC TNFa F-actin phalloidin imaging, high content; inhibition, % at 2 µM; AID 836; 91,000 tested, 0.18% active;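 active means inhibition above the batch mean plus 3 SD and confirmed as a hit by visual image inspection, cut at about 30% in these data, passing the limit was not always enough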; further: strong numbers were not always called active
Plk1 PBD FP – blocks phosphopeptide binding to human Plk1 polo box domain | P53350 | Plk1 PBD phosphopeptide binding, fluorescence polarization | inhibition, %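 (tested at about 20 µM)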 | 97,000 tested, 0.13% active | AID 693; in the data active means inhibition above about 34%, passing the limit was not always enough
FAK inh – FAK (human) kinase inhibition; Q05397; inhibition, %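 (tested at 7 µM)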; 97,000 tested, 0.84% active; biochemical FAK kinase activity assay; in the data active means inhibition above about 19%;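 further: 0% = DMSO and 100% = reference compound high control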
PLK1 inh – PLK1 (human) kinase inhibition. 97,000 tested, 0.53% active. recombinant PLK1 kinase, TR-FRET peptide phosphorylation. AID 619. P53350. inhibition, % at 10 µM;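 active means inhibition of 50% or more in the single-concentration screen; inactive means inhibition below 50%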;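 further: 0% = DMSO max control and 100% = H-89 dihydrochloride min control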
* marks the source's active call; other numbers are inactive results; nt = not tested or not shown.

The opening five entries, ahead of the listing:
SMILES	EphB4 antag	Rev-RRE block	PTPN22 inh 2	PTK2B oligo ant	LYP act	cytoskel mod	Plk1 PBD FP	FAK inh	PLK1 inh
CCC1CCCCN1C(=O)Nc1cccc(NC(=O)N2CCCCC2CC)c1 (stereo not given)	16*	5	-7	-0.05	5	9	-1	4	-16
CCc1cc(=O)oc2c(C)c(O)c(CN(C)C)cc12	3	11	-7	-0.29	6	12	-7	7	-11
CC(CNC(=O)c1ccc(-c2ccccc2)cc1)CN(C)C (stereo not given)	8	1	5	-0.56	-3	9	6	11	-13
C=CCN1C(=O)CSc2ccc(C(=O)NCCC3=CCCCC3)cc21	2	8	11	-1.2	-10	19	22	6	4
Cc1oc2cc3oc(=O)c4c(c3cc2c1C)CCC4	-6	4	-3	-0.45	2	4	5	-10	-19

All compounds of this part (from the top)
SMILES	EphB4 antag	Rev-RRE block	PTPN22 inh 2	PTK2B oligo ant	LYP act	cytoskel mod	Plk1 PBD FP	FAK inh	PLK1 inh
CCC1CCCCN1C(=O)Nc1cccc(NC(=O)N2CCCCC2CC)c1 (stereo not given)	16*	5	-7	-0.05	5	9	-1	4	-16
CCc1cc(=O)oc2c(C)c(O)c(CN(C)C)cc12	3	11	-7	-0.29	6	12	-7	7	-11
CC(CNC(=O)c1ccc(-c2ccccc2)cc1)CN(C)C (stereo not given)	8	1	5	-0.56	-3	9	6	11	-13
C=CCN1C(=O)CSc2ccc(C(=O)NCCC3=CCCCC3)cc21	2	8	11	-1.2	-10	19	22	6	4
Cc1oc2cc3oc(=O)c4c(c3cc2c1C)CCC4	-6	4	-3	-0.45	2	4	5	-10	-19
CCn1c(SCC(=O)NCCc2ccccc2)nc2c(c1=O)SC(C)C2 (stereo not given)	-1	4	-2	nt	-1	8	9	1	-15
O=C(OC1CCN(c2ccc([N+](=O)[O-])cc2)CC1)c1ccccc1	-7	3	-4	0.11	3	0	0	-1	-4
Cn1nnc2cc(C(=O)NCCC3=CCCCC3)ccc21	3	5	8	0.22	-9	2	17	0	-8
COC(=O)c1ccccc1NC(=O)Nc1cccs1	8	11	10	-0.63	-6	23	2	0	-3
Cc1ccc(CNC(=O)C2CCN(S(=O)(=O)c3c(C)noc3/C=C/c3ccco3)CC2)cc1	6	13	-4	nt	1	-14	24	4	-7
COc1ccc(NC(=O)NCCCN2CCCC2=O)c(OC)c1	3	2	3	0.63	-2	-1	-3	1	-12
Cc1cc(C(=O)COC(=O)CCC(=O)c2ccc3c(c2)OCCO3)c(C)n1Cc1ccco1	0	-1	3	1.9	-6	7	-4	-3	-17
CCOC(=O)N1CCN(C(=O)CN(C)S(=O)(=O)c2ccc3c(c2)C(C)(C)C(=O)N3C)CC1	-5	-1	-4	0.63	5	nt	-25	2	-8
O=C(NCCCN1CCCCCC1)c1ccc2c(c1)NC(=O)C(N1CCOCC1)S2 (stereo not given)	-2	5	-12	0.22	9	10	5	-2	6
N#CCCn1c(SCC(=O)NCC2CCCO2)nc2ccccc21 (stereo not given)	2	5	-14	0.17	11	12	7	-3	-10
COc1ccc(NC(=O)c2cc3c(s2)CCC3)cc1S(=O)(=O)N1CCOCC1	1	-3	-4	-0.66	1	2	-19	5	-9
CN(CC(O)CN)CC(O)CN1CCCCC1 (stereo not given)	5	1	-7	-0.29	8	4	29	1	4
O=C(NCCCn1ccnc1)c1ccc(S(=O)(=O)N2CCCCCC2)cc1	4	3	0	-0.68	2	-24	-5	8	-9
CCCOc1ccc(C(=O)NCCC(=O)NCCCC(=O)OCC)cc1	-2	-2	-16	0.52	13	-3	1	1	-8
C=CCOc1ccc(C2C(C#N)=C(N)N(Nc3ccccc3)C3=C2C(=O)CCC3)cc1OC (stereo not given)	1	4	1	-0.7	4	6	-16	-6	-10
COc1ccccc1N1CCN(C(c2ccccn2)c2nnnn2C2CCCCC2)CC1 (stereo not given)	1	10	6	-0.91	-3	6	-17	-1	-20
CCOC(=O)N1CCN(C(=O)CN(c2ccccc2OC)S(=O)(=O)c2ccc(C)cc2)CC1	3	7	-3	0.24	1	3	-7	6	21
COc1ccc(N2CC(C(=O)NCCc3ccc(OC)c(OC)c3)CC2=O)cc1 (stereo not given)	-4	3	2	0.44	-4	6	14	-2	-13
C=CCSC1=N/C(=C\c2ccc(C)o2)C(=O)S1	3	10	7	0.85	-6	-9	-5	-1	-38
Cc1ccc(CN(c2ccc(C(=O)Nc3cccnc3)cc2)S(C)(=O)=O)cc1	1	15	0	-0.69	-2	-8	13	3	1

(more compounds)
SMILES	EphB4 antag	Rev-RRE block	PTPN22 inh 2	PTK2B oligo ant	LYP act	cytoskel mod	Plk1 PBD FP	FAK inh	PLK1 inh
COCCNC(=O)CN(CCc1ccccc1)S(=O)(=O)c1ccc(OC)cc1	7	3	3	1.4	-6	nt	13	0	-6
CC(C)Cn1c(N)c(C(=O)COC(=O)c2ccncc2)c(=O)n(C)c1=O	-6	15	-1	0.7	0	14	6	0	-7
Nc1ccc2c(c1)-c1ccccc1S(=O)(=O)N2	6	2	3	-1	-4	7	-32	-2	-13
O=C1/C(=C\c2ccc3c(c2)OCO3)CCC/C1=C/c1ccc2c(c1)OCO2	4	28	-3	0.18	0	8	-24	-1	1
CCSc1nc2c(sc3nc(C)cc(C)c32)c(=O)[nH]1	-7	-2	6	nt	-5	5	2	-2	-3
O=C(O)CC(NC(=S)NCc1ccccc1)C(=O)O (stereo not given)	-5	15	5	0.35	-4	nt	-4	-2	3
COC(=O)c1c(NC(=O)c2nc3ccccc3s2)sc2c1CCN(C(C)=O)C2	0	0	-6	nt	3	4	-29	6	-8
COc1cccc(-c2cc(C(=O)Nc3cnn(Cc4ccccc4C)c3)no2)c1	-3	6	2	-0.67	-2	18	12	0	-11
CC(Cc1ccccc1)NC(=O)C1CCCNC1=O (stereo not given)	-4	4	-33	-0.2	28	nt	-20	1	-12
Cc1ccc(N=Cc2c(O)n(-c3cc(Cl)ccc3N3CCOCC3)c(=O)c3ccccc23)cc1C	-4	0	-19	-1.1	20	5	7	-3	-6
CCOc1ccccc1C(=O)n1nc(C)cc1C	9	5	0	0.2	2	3	-2	8	-5
CCN1CCCC1CNC(=O)CSc1cc(=O)n(CC)c2ccccc12 (stereo not given)	5	-5	-10	1.2	8	0	-14	-1	-7
COc1ccc([N+](=O)[O-])cc1NC(=O)CCc1ccccc1	7	1	14	nt	-11	9	20	-4	-4
Cc1ccc(-c2csc3ncnc(SCC(=O)Nc4nnc(C)s4)c23)cc1	4	2	7	-0.32	-4	10	0	10	-6
Cn1nnc2cc(C(=O)NCc3ccc4c(c3)OCO4)ccc21	-6	1	2	0.64	-3	10	-8	0	-14
COc1ccc(OCCNc2cc(Cl)ccc2[N+](=O)[O-])cc1	9	6	8	-0.42	-3	-22	-7	5	-4
O=C(C1CCCCC1)N(CCN1CCCC1)c1nc2ccccc2s1	7	6	-1	1.7	3	nt	-12	-4	-11
CC(C)C12CCC(C(=O)O)C(C1)C(=O)O2 (stereo not given)	-12	5	-5	-0.06	3	-19	-19	0	-5
COc1ccc(S(=O)(=O)N2CCCC(C(=O)NCc3ccccn3)C2)cc1 (stereo not given)	0	3	-3	-0.09	2	-14	-8	0	-12
Cc1ccc(C)c(NC(=O)CSc2nnc(-c3ccccc3)n2N)c1	-9	2	-6	0.87	4	-18	2	-1	-4
CCc1ccc(/C=N/NC(=O)c2cc(C3CC3)nc3ccccc23)s1	3	1	-5	-1.5	4	18	-10	1	4
CCOc1ccc(-c2nc(CSCC(=O)NC3CCCc4ccccc43)c(C)o2)cc1 (stereo not given)	3	-3	8	-0.15	-10	17	-7	3	-11
COc1cccc2c(=O)n(CC(=O)Nc3ccccc3)ccc12	-2	6	-14	nt	13	5	-3	-2	-13
O=C(CSc1nnc(CNC(=O)c2cccs2)o1)Nc1cccc(C(F)(F)F)c1	8	18	0	-0.03	-1	16	3	0	-11
COC(=O)c1ccccc1NC(=O)COC(C)=O	-11	10	0	0.1	0	0	-8	1	-4

Additional structures follow.
SMILES	EphB4 antag	Rev-RRE block	PTPN22 inh 2	PTK2B oligo ant	LYP act	cytoskel mod	Plk1 PBD FP	FAK inh	PLK1 inh
Cc1cc(C)cc(N(C(=O)Cn2nnc3ccccc32)C(C(=O)NCc2ccco2)c2ccncc2)c1 (stereo not given)	-7	2	-2	-0.11	1	-11	-4	2	-10
CC(C)(NO)/C(=N/O)c1cccs1	-12	5	-7	0.31	7	12	-2	-3	-16
CCc1nnc(NC(=O)CSc2nnc(-c3ccccc3O)n2-c2ccc(C)cc2)s1	-4	2	1	-2.1	-3	nt	14	1	-22
Cc1cc2c(cc(C(=O)OCC(=O)NCc3ccco3)n2C)s1	7	14	8	0.39	-8	-1	-15	7	-10
CC(=O)NC1(C(F)(F)F)C(=O)N(Cc2ccccc2)C2=C1C(=O)CC(C)(C)C2 (stereo not given)	5	-1	-7	0.92	9	-3	15	-3	-2
Cc1ccc(OCc2ccc(C(=O)Nc3c(C)nn(Cc4c(F)c(F)c(F)c(F)c4F)c3C)o2)c([N+](=O)[O-])c1	4	2	16	-1.1	-14	7	26	-2	-10
CCn1c2ccccc2c2cc(N)ccc21	0	57*	-4	0.25	3	-6	3	-1	-7
C(=N\c1ncnc2sccc12)/NOCc1ccccc1	4	7	0	0.53	4	-17	0	0	6
COc1ccc(C(=O)Nn2c(SCC(=O)c3ccc(Cl)cc3)nc3ccccc3c2=O)cc1	4	-2	-2	0.52	4	-33	-37	-9	-11
CC(C)C(NC(=O)C1CCCCC1)C(=O)N1CCN(c2ccc(F)cc2)CC1 (stereo not given)	-5	-1	-7	1.2	4	15	-10	-12	-4
CN1CCN(CCc2nc3cc(NC(=O)COc4ccccc4)ccc3n2C)CC1	1	-1	-14	1.6	13	40	0	2	-15
O=C(Nc1ccc(Oc2ccccc2)cc1)C1CCN(c2c3c(nc4ncnn24)CCC3)CC1	1	-4	2	-3.3*	0	-14	-22	5	-6
CC(C)(C)C(=O)/C=C/Nc1ccccc1O	7	6	5	0.09	-6	14	13	1	-1
Cc1ccc(N2CC(C(=O)Nc3nnc(C(C)C)s3)CC2=O)cc1 (stereo not given)	-6	4	13	1.9	-10	-6	-9	-1	-11
CCCSCCCNC(=O)c1cc2c(s1)CS(=O)(=O)C2	2	3	1	0.31	2	-14	-9	2	-7
COc1cc(Cl)c(C)cc1NC(=O)CSc1ccc(C)cc1	2	5	8	-1.4	-5	-9	-8	7	10
COc1ccc(-c2nnc(SCC(=O)Nc3ccc(C)cc3)n2C)cc1	-10	0	5	-0.57	-3	13	3	1	-7
CCCCn1c(-c2ccoc2C)n[nH]c1=S	5	3	-5	0.48	4	10	3	-1	-11
CNC(=O)OCc1cccc(COC(=O)NC)n1	-3	2	-4	0.61	3	-18	3	-3	-5
CCc1cc2cc(C(=O)Nc3ccc(C)cc3)sc2s1	0	5	2	-0.25	-4	-6	10	-9	-23
COC(=O)c1ccc(CNC(=O)COc2ccccc2Br)o1	-7	3	-2	-0.3	2	7	-4	-4	-8
C=CCN(CC=C)S(=O)(=O)c1ccc(NC(=S)NC(=O)c2ccco2)cc1	11	10	5	-1.4	-7	18	23	-1	-8
COc1ccc(C(=O)Nc2ccc3c(c2)nc(CCNC(C)=O)n3C)cc1	-2	1	-4	0.06	6	nt	-5	1	-2
COC(=O)C1=C(N)OC2=C(C(=O)CC(C)(C)C2)C1c1ccoc1 (stereo not given)	0	-2	-2	0.23	1	-24	-8	1	-2
Cc1ccccc1-n1nnnc1SCc1ncc(-c2ccccc2)o1	-4	8	-1	-2	-1	-47	-2	-1	-2
COC(=O)CN(c1ccc2c(c1)OCCO2)S(=O)(=O)c1ccccc1	-5	-2	-3	-0.62	2	-8	-7	2	-13
CC(Cl)C(=O)c1c(N)n(C)c(=O)n(C)c1=O (stereo not given)	5	6	-4	0.4	3	8	-2	-3	4
CN(CC(=O)Nc1ccc(F)c(Cl)c1)S(=O)(=O)c1cccc2nsnc12	7	10	0	-1	0	1	-5	4	17

Source: PubChem BioAssay
